# aSyn yeast rescue – inhibitors of alpha-synuclein toxicity in yeast | S. cerevisiae alpha-synuclein toxicity rescue, BacTiter-Glo growth, 24 h | Potency, µM (titrated, usually from 46.1 µM), inactives show top-dose growth rescue (activation), most hits filed as activators | actives 0.02% (n = 94,000) | AID 1347070; active = well fitted activation curve with a large enough effect; inconclusive = small, poorly fitted or top-dose-only effect; also: 0% is about no effect
#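 Growth restoration measured by BacTiter-Glo luminescence after 24 hr at 30 deg C; alpha-synuclein yeast, raffinose-pregrown to mid-log, were added at OD600=0.02 in galactose medium onto pinned compounds.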
# An asterisk follows results filed as active; ? = inconclusive; [ ] = dose if it differs, or a comment. Potency is read from the fitted curve at half-maximal effect. An excerpt; count on the stated rates, not on these rows.
structure | aSyn yeast rescue
O=C(CN(C(=O)c1csnn1)c1cccc2c1CCCC2)NC1CCCC1 | 16%
Cc1oc2ncn(CC(C)C)c(=O)c2c1C(=O)Nc1cc(F)ccc1F | -3%
C[C@H]1CN([C@@H](C)CO)C(=O)CCCn2nncc2CO[C@H]1CN(C)S(=O)(=O)c1ccccc1F | 1%
Cc1ccc(S(=O)(=O)N(CC(=O)Nc2c(C)cccc2C)c2cccc(Cl)c2)cc1 | 1%
O=S(=O)(c1ccccc1F)N1CCC(Oc2ccc(-n3cnnn3)cc2)CC1 | ?
O=C(NCc1ccc(F)cc1)c1cc(-c2ccc(Cl)cc2)n[nH]1 | -3%
CC(=O)CSc1nnc(-c2ccco2)n1-c1ccccc1 | -11%
Cc1ccc(C(=O)Nc2cccc(-c3nc4cccnc4s3)c2C)cc1 | -3%

# Fetched one by one from the list above (5):
structure | aSyn yeast rescue
O=C(NCc1ccc(F)cc1)c1cc(-c2ccc(Cl)cc2)n[nH]1 | -3%
O=C(CN(C(=O)c1csnn1)c1cccc2c1CCCC2)NC1CCCC1 | 16%
O=S(=O)(c1ccccc1F)N1CCC(Oc2ccc(-n3cnnn3)cc2)CC1 | ?
Cc1oc2ncn(CC(C)C)c(=O)c2c1C(=O)Nc1cc(F)ccc1F | -3%
C[C@H]1CN([C@@H](C)CO)C(=O)CCCn2nncc2CO[C@H]1CN(C)S(=O)(=O)c1ccccc1F | 1%

# New compounds follow:
structure | aSyn yeast rescue
Cc1ccc(NC(=O)/C=C/c2ccc(Cl)cc2)c(Br)c1 | -9%
COc1ccc(C(=O)Nc2onc3c2CCCC3)cc1 | 4%
COc1ccc(-c2noc(CCC(=O)N(C)c3cc(Cl)ccc3OC)n2)cc1 | 2%
CCC(=O)Nc1cc(-c2nc3cc(C)cc(C)c3o2)ccc1C | -19%
COc1cc(C=NC2CCCCC2)ccc1O | -7%
COc1ccc2c(c1)c(CC(=O)Nc1cc(C)c(OC)c(C)c1)c(C)n2C(=O)c1ccc(Cl)cc1 | -6%
CCN(CC)c1cc(Cl)c2nonc2c1N | 19%
COc1ccc(N2CC(NC(=O)COc3ccc4ccccc4c3)CC2=O)cc1 (configuration not stated) | 7%
COc1ccc(C2C=C(c3ccc(C)cc3)Nc3c(C(=O)Nc4ccccc4)cnn32)cc1 (configuration not stated) | ?
Cc1ccc(NC(=O)CN2C(=O)COc3ccc(S(=O)(=O)N4CCOCC4)cc32)cc1N(C)C | 6%
Cc1ccc(OCCCCn2c(-c3ccc(Cl)cc3)nc3ccccc3c2=O)cc1 | -4%
CC(C(=O)NNS(=O)(=O)c1cccc(C(F)(F)F)c1)n1nnc(N2CCOCC2)n1 (configuration not stated) | 5%
O=C(Cn1ncc2c1-c1ccccc1OC2)N1CCN(c2ccccc2F)CC1 | ?
CCc1ccc(NC(=O)N(Cc2ccc(C)cc2)Cc2cccn2-c2nnc(N3CCCC3=O)s2)cc1 | -5%
CCC(NS(=O)(=O)c1ccc(C)cc1)C(=O)N1CCOCCOCCOCC1 (configuration not stated) | 2%
O=S(=O)(Nc1ccc(Cc2ccncc2)cc1)c1ccc(Cl)cc1 | -2%
Cc1ccc(C)c(CN2CCCN(C(=O)Cn3ncc4c3-c3ccccc3OC4)C2)c1 | -42%[inhibitor]
O=C(CCSCc1cnn(-c2ccccc2)c1-n1cccc1)NCc1ccc(Cl)cc1 | 28%
O=c1oc2ccccc2c(Nc2cccc3cccnc23)c1[N+](=O)[O-] | 3%
CCN(CC)CCN1C(=O)C(O)=C(C(=O)c2cc3cccc(OC)c3o2)C1c1cccs1 (configuration not stated) | 8%
CCCCCCCC(=O)N1c2ccccc2NC(=O)C1CC(=O)Nc1ccc(C(=O)O)cc1 (configuration not stated) | -1%
CN(CC(=O)Nc1ccc(F)cc1)C(=O)COC(=O)Cc1c(F)cccc1Cl | -1%
CCC(Sc1nc2ccccc2c2nc(-c3ccccc3)nn12)C(=O)Nc1cccc(OC)c1 (configuration not stated) | 6%
COc1ccc(NC(=S)Nc2cc(C)[nH]n2)cc1Cl | -19%
CC(Sc1nnc(-c2ccco2)n1C)C(=O)Nc1nccs1 (configuration not stated) | -8%
CC(=O)c1ccc(NC(=O)CCn2nc(C)c(S(=O)(=O)N3CCC(C)CC3)c2C)cc1 | -4%
CN(C)CCNC(=O)Cn1nc(N2CCN(c3ccccc3)CC2)ccc1=O | 2%
O=C(COC(=O)c1cc([N+](=O)[O-])ccc1NCc1ccccc1)NC1CCCCC1 | -6%
CCOC(=O)c1c(NC(=O)C(C)Sc2cn(CCNC(=O)c3ccc(OCC)cc3)c3ccccc23)sc2c1CCC2 (configuration not stated) | 0%
Cc1ccc(N2C(=O)CSC2c2cccnc2)c(Cl)c1 (configuration not stated) | 2%
COc1cc(OC)cc(-n2c(=O)c3ccccc3n(Cc3ccccc3C#N)c2=O)c1 | -5%
CCOC(=O)c1c(NC(=O)COc2cc(C)ccc2C(C)C)sc2c1CCCC2 | -8%
CCOc1ccccc1-n1c(N)c(C(=O)OC)c2nc3ccccc3nc21 | -9%
Cc1ccccc1CN1c2ccccc2S(=O)(=O)c2ccccc21 | -11%
N#C/C(=C\c1ccc(C(=O)O)cc1)S(=O)(=O)c1cc(Br)ccc1Br | 9%
CCC(C(=O)O)N1C(=O)/C(=C/c2cccn2C)SC1=S (configuration not stated) | 8%
CCCCNC(=O)CCCn1c(=O)c2ccccc2n(Cc2ccc(Cl)cc2)c1=O | 7%
CCc1ccccc1NC(=O)CN1CCN(C(=O)CN2C(=O)NC3(CCCCC3C)C2=O)CC1 (configuration not stated) | 0%
Cc1nc(CC(=O)Nc2ccc(C(N)=O)cc2)cs1 | -3%
COc1ccc(CCNC(=O)C(=O)NCC(c2ccc3c(c2)OCO3)N2CCOCC2)cc1OC (configuration not stated) | -5%

# Six compounds already listed, sorted by length of the SMILES, falling.
structure | aSyn yeast rescue
CCc1ccccc1NC(=O)CN1CCN(C(=O)CN2C(=O)NC3(CCCCC3C)C2=O)CC1 (configuration not stated) | 0%
N#C/C(=C\c1ccc(C(=O)O)cc1)S(=O)(=O)c1cc(Br)ccc1Br | 9%
CCOC(=O)c1c(NC(=O)COc2cc(C)ccc2C(C)C)sc2c1CCCC2 | -8%
CCOc1ccccc1-n1c(N)c(C(=O)OC)c2nc3ccccc3nc21 | -9%
Cc1ccccc1CN1c2ccccc2S(=O)(=O)c2ccccc21 | -11%
Cc1nc(CC(=O)Nc2ccc(C(N)=O)cc2)cs1 | -3%

# (more compounds)
structure | aSyn yeast rescue
O=C1NC(c2ccc3ccccc3c2)Nc2ccccc21 (configuration not stated) | 2%
CCOc1ccc(-c2csc(NC(=O)c3cccc(N4C(=O)CCC4=O)c3)n2)cc1 | 1%
O=C(CSc1ccc(-c2ccccn2)nn1)c1ccc([N+](=O)[O-])cc1 | -5%
CN1CCN(S(=O)(=O)CC2(C)C3CCC2(C)C(=O)C3Br)CC1 (configuration not stated) | 1%
CCCCSCCCNC(=O)CN1C(=O)COc2ccc(S(=O)(=O)N3CCC(C)CC3)cc21 | -7%
Cc1ccc2nc(/C(C#N)=C\c3cc(O)ccc3[N+](=O)[O-])[nH]c2c1 | 5%
Cc1cc(-c2ccc(C)c(S(=O)(=O)N3CCN(c4cccc(C(F)(F)F)c4)CC3)c2)on1 | 1%
COc1ccc(NC(=O)c2nc[nH]c2C(=O)N(C)CCO)cc1 | 1%

# Additional records
Structure | aSyn yeast rescue
Cc1ccc(Cc2c(-c3ccc(F)cc3)nc3ccc(Cl)cn23)cc1 | -7%
CCOC(=O)c1ccc(NC(=O)Cn2c3ncccc3c(=O)n2-c2ccc(C)c(C)c2)cc1 | 3%
C[C@@H]1CN([C@H](C)CO)C(=O)CCCn2nncc2CO[C@@H]1CN(C)S(=O)(=O)c1ccc(C#N)cc1 | -9%
COc1cc(OC)cc(C(=O)NNC(=O)C2CCC2)c1 | -8%
O=C(Nc1ccc(C(=O)O)cc1)/C(=C\c1ccco1)NC(=O)c1ccco1 | -7%
CCOc1ccc(C(=O)Nc2cccc(NC(=O)c3ccco3)c2)cc1Cl | -1%
Cc1cc(C)n(-c2nnc(Nc3ccc(C)c(C)c3)c3ccccc23)n1 | 8%
CN(C(=O)Cn1cnc2onc(-c3ccc(F)cc3)c2c1=O)c1ccccc1Cl | -3%
CN1CCN(C(=S)NC(=O)c2ccc(S(=O)(=O)N3CCOCC3)cc2)CC1 | -12%
C[C@@H]1CN([C@H](C)CO)C(=O)CCCn2nncc2CO[C@H]1CN(C)S(=O)(=O)c1ccc2c(c1)OCCCO2 | 8%
CCc1ccc(NC(=O)c2cnc(N3CCN(c4ccccn4)CC3)c3ccccc23)cc1 | -30%[inhibitor]
O=C(CSc1nnc(SCc2ccc(Cl)cc2)s1)N/N=C/c1ccc(C(=O)O)cc1 | -6%
CSc1cccc(NC(=O)CN(c2ccccc2)S(=O)(=O)N(C)C)c1 | -2%
CC(=O)N1c2ccc(S(=O)(=O)N3CCC(C(=O)Nc4cccc(Cl)c4C)CC3)cc2CC1C (configuration not stated) | 7%
COCCCNC(=O)c1ccc(-n2c(-c3ccccc3)cc3c2CCCCC3)cc1 | 6%
O=C1NC(=O)N(c2ccc(Cl)cc2)C(=O)/C1=C/c1ccc2c(c1)CCN2Cc1ccccc1Cl | 0%
COc1ccc(C2c3c(-c4ccc(F)cc4)n[nH]c3C(=O)N2c2ccccc2)cc1OC (configuration not stated) | -1%
CC(C)(C)c1ccc(C2(C)NC(=O)N(CC(=O)NC3CCS(=O)(=O)C3)C2=O)cc1 (configuration not stated) | -3%
COc1ccc(-c2cc(C(=O)Oc3cccc(C)c3)c3ccccc3n2)cc1 | 0%
Cc1ccc(Cl)cc1N1CCN(C(=O)CCSCc2ccccc2F)CC1 | ?
Cc1ccc(NC(=O)CN2C(=O)CSc3ccc(S(=O)(=O)N4CCCC4)cc32)c(C)c1 | -4%
CCCOc1ccc(C(=O)CCNc2cccc(Cl)c2)cc1 | 14%
CCn1c2ccccc2c2cc(NC(=O)COc3cccc(C)c3)ccc21 | -2%
Cc1ccc(CN(Cc2ccco2)C(=O)COc2cccc(C)c2C)o1 | 23%
CCc1ccccc1NCc1nnc2n1CCCCC2 | 9%
COC(=O)c1ccccc1NC(=O)CSc1n[nH]c(C)n1 | 3%
Cc1ccc(N(CC(=O)Nc2ccc(Br)cc2)S(=O)(=O)c2cccs2)cc1 | 4%
O=C(Cc1cccs1)NCc1cn2ccccc2n1 | -1%
O=C(CCNS(=O)(=O)c1ccc(Cl)cc1)OCC(=O)c1ccc[nH]1 | 4%
O=C(c1ccccn1)N1CC=C(c2ccccc2)CC1 | -7%
CCOc1ccc(-c2cc3nc(C4CCN(C(=O)OC(C)(C)C)CC4)c(C(=O)Nc4ccc(C)cc4C)cn3n2)cc1 | 7%
CCCCCCn1c(/C=C/c2ccccc2)nc2ccccc21 | 5%
Cc1cccc(CSCCNC(=O)C2CCN(S(=O)(=O)Cc3ccccc3)CC2)c1 | -2%
Cc1ccc(CNC(=O)CCS(=O)(=O)c2cc3c(cc2Cl)NC(=O)CO3)cc1 | 5%
CN(C)CCNC(=O)c1ccccc1-c1cc2ccccc2c(=O)o1 | -1%
COc1cc2[nH]c(=O)n(CCCC(=O)NCc3ccc(Cl)cc3)c(=O)c2cc1OC | -8%
CCCCCCOc1ccc(C2C(=O)N(C3CCCCC3)CC(=O)N2C2CCCCC2)cc1 (configuration not stated) | -6%
COc1ccc(OC(C)C(=O)Nc2ccc(F)cc2F)cc1 (configuration not stated) | -3%
Cc1c(Cl)cccc1Nc1nn2c(=O)c3ccc(C(=O)NCCc4ccccc4)cc3nc2s1 | -3%
CCOC(=O)C1CCN(C(=O)c2sc3ncn(CC(=O)N4CCCCC4)c(=O)c3c2C)CC1 | 7%
Cc1cc(CN(Nc2ccccc2)c2ccccc2)cc(C)n1 | 15%
Cc1ccc(C(=O)NCC(=O)OCC(=O)c2ccc(Br)s2)cc1 | -2%
Cn1c2c(c(=O)[nH]c1=O)C(c1ccc(O)cc1)C1=C(N2)c2ccccc2C1=O (configuration not stated) | -4%
Cc1nn2c(=O)cc(COC(=O)c3ccccc3NC(=O)C(C)C)nc2s1 | 1%
CCOc1ccccc1NC(=O)CSc1c2c(nc3ccc(Cl)cc13)CCCC2 | -7%
O=C(Cn1cc(C(=O)C(F)(F)F)c2ccccc21)N1CCCCCC1 | 0%
CCn1cc(C(=O)NCc2ccccc2Cl)c(=O)c2cc(S(=O)(=O)N3CCCCC3)ccc21 | -4%
COc1cccc(CNC(=O)C2CCN(c3nn4c(=O)cc(C)nc4s3)CC2)c1 | -5%
O=C(NCCc1csc(-c2ccc(C(F)(F)F)cc2)n1)C(=O)Nc1cc(F)ccc1F | -4%
O=C(NCCN1CCOCC1)C(=O)NCC1OCCN1C(=O)c1ccc(Cl)cc1 (configuration not stated) | -8%

# Additional results:
Structure | aSyn yeast rescue
O=C1CN(C(=O)c2ccc(S(=O)(=O)N3CCCC3)cc2)C(c2ccc(F)cc2)c2cc(F)ccc2N1 (configuration not stated) | 4%
CCC(=O)N1CCc2cc(S(=O)(=O)NCCC(=O)Nc3ccc(CC)cc3)ccc21 | 6%
N#C/C(=C\c1cccc([N+](=O)[O-])c1)C(=O)Nc1cccnc1 | 0%
COc1ccc(-c2[nH]ncc2CN2C[C@@H]3CCC[C@H]2C3)c(F)c1 | -13%
Nc1nc(-c2ccco2)nn1S(=O)(=O)c1ccccc1 | 9%
Cc1ccc(Cl)cc1N1CCN(C(=O)C2CCN(S(=O)(=O)c3cccc4nonc34)CC2)CC1 | 6%
CCC(C)NC(=O)CSc1nc2n[nH]c(C)c2c(=N)n1-c1ccc(C)c(Cl)c1 (configuration not stated) | -11%
CC(=O)c1cccc(NC(=O)c2noc3c2CC(C)CC3)c1 (configuration not stated) | -4%
Cc1ccccc1Nc1nc(NCc2ccco2)c2ccccc2n1 | -12%
O=C(Nc1ccc(F)c(Cl)c1)c1cc(S(=O)(=O)N2CCc3ccccc3C2)ccc1F | -25%
Cc1ccc(NC(=O)CCS(=O)(=O)c2ccc3c(c2)oc(=O)n3C)c(Br)c1 | -3%

# Screens from PubChem BioAssay.
